Compound activity as filed in PubChem BioAssay.
LMNA splice mod: qHTS Assay for Modulators of Lamin A Splicing; HeLa LMNA splicing GFP/RFP minigene ratio, 48 h; Potency, µM (top dose mostly 46.1 µM), for the others: top-dose ratio change, negative = inhibition, hits mostly inhibitors; 0.01% of 200,000 active; AID 1487, 2009; active = well fitted inhibition curve with a large enough effect in the signal ratio, with a control signal flat, not every such curve was filed as active; inconclusive = small, poorly fitted or top-dose-only effect, or effect the other way, or a change in a side signal; the % refers to the signal ratio
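Read-out is the ratio of GFP to DsRed2 object intensity, acquired by 488 nm laser-scanning cytometry on HeLa lamin A-EGFP minigene reporter cells. Compound incubation 48 hrs at 37 °C in Opti-MEM with 2% FBS; DMSO 0.5% final.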
TR SRC2 fluor cs: Total Fluorescence Counterscreen for Inhibitors of the Interaction of Thyroid Hormone Receptor and Steroid Receptor Coregulator 2; TRb/SRC2 Texas Red total fluorescence interference; Potency, µM (top dose mostly 106 µM), without a hit: at the top dose fluorescence change, negative = quenching; 0.29% of 280,000 active; AID 1479, 2009; active = well fitted curve in either direction with a large enough effect; inconclusive = small, poorly fitted or top-dose-only effect
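Human TRβ ligand-binding domain (0.6 uM) and Texas Red SRC2 peptide (20 nM) in Tris buffer with 1 uM T3 and 5% DMSO were incubated with pinned compound for 5 hr at ambient temperature. Total fluorescence was computed as S + 2P (555/632 nm).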
TRb-SRC2 inh: qHTS for Inhibitors of the Interaction of Thyroid Hormone Receptor and Steroid Receptor Coregulator 2 | 0.065% of 280,000 active | Potency, µM (doses to about 106 µM), for inactives: top-dose activity change, negative = inhibition, actives largely listed as inhibitors | TRbeta-SRC2 peptide binding, fluorescence polarization; receptor liganded with 1 µM T3; active = well fitted inhibition curve with a large enough effect; inconclusive = small, poorly fitted or top-dose-only effect, or effect the other way;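 note: plate controls were bound peptide for no effect and peptide without receptor for full effect; nearly all actives have a fitted effect of over 50% in size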
Target sequence (P10828 whole entry, looked up): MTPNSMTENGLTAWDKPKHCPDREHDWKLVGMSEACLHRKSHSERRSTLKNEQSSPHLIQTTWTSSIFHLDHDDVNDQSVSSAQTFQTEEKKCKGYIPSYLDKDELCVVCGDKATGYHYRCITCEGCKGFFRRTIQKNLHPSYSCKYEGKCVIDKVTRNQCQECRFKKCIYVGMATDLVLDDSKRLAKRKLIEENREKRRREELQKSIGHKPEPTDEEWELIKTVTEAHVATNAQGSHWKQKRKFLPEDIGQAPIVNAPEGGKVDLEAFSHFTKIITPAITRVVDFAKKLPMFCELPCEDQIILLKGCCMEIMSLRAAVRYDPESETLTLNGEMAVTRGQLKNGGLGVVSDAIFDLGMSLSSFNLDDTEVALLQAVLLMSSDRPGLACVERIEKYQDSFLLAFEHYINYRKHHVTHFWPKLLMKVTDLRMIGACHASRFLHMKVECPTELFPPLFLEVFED
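Human TRb ligand-binding domain (0.6 uM) is mixed with 20 nM Texas Red SRC2 peptide and 1 uM T3; after compound addition and 5 hr at ambient temperature, polarization is measured and normalized to unbound and bound controls.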
* marks the source's active call; other numbers are inactive results; ? = inconclusive; [ ] = another dose, or the depositor's remark. Unless noted, % is set by controls: 0 for no effect and ±100 for the full control effect; potency is the fitted concentration of half-maximal effect.

Values run as follows: LMNA splice mod	TR SRC2 fluor cs	TRb-SRC2 inh
#1 Cc1ccc(Cc2nc3ccccc3nc2SCC(=O)N2CCc3ccccc32)cc1
→ 2%[46 µM]	-2%	1%
#2 CC(=O)c1cccc(NC(=O)c2nc3ccccc3nc2N2CCCCC2)c1
→ -17%[46 µM]	-4%	0%
#3 CC(=O)N1CCOc2cc(S(=O)(=O)Nc3c(C)cccc3C(C)C)c(Cl)cc21
→ ?	7%	4%
#4 CCOC(=O)c1c(C)oc2nc(C)nc(NCCCN3CCN(c4ccccc4OC)CC3)c12
→ -14%[46 µM]	-7%	-1%
#5 CCOc1ccc2nc(N(Cc3cccnc3)C(=O)c3cccs3)sc2c1
→ ?	-1%	-10%
#6 CN(Cc1ccccc1)S(=O)(=O)c1ccc(F)c(C(=O)Nc2ccccc2C(F)(F)F)c1
→ -24%[46 µM]	-1%	1%
#7 CCn1cc(S(=O)(=O)c2ccc(C)cc2C)c(=O)c2cc(F)c(N3CCCCC3)cc21
→ -9%[46 µM]	1%	-9%
#8 Cc1cc(C)cc(OCC(=O)NCC2(N(C)C)CCCCC2)c1
→ ?	?	-8%
#9 CCN(CC)c1ccc(NC(=O)C2CCN(S(=O)(=O)c3c(C)noc3/C=C/c3ccccc3F)CC2)c(C)c1
→ -13%[46 µM]	?	-5%
#10 Cc1cccc(OCC(=O)OCc2cc(=O)n3nc(-c4cccs4)sc3n2)c1
→ ?	-2%	-6%
#11 COc1ccc(OC)c2sc(NC(=O)c3ccc(S(=O)(=O)N4CCCC4)cc3)nc12
→ 25%[46 µM]	0%	2%
#12 O=C(CCC1CCCC1)N1CCc2c([nH]c3ccccc23)C1c1ccc(F)cc1 (stereo unspecified)
→ ?	-1%	0%
#13 CCOC(=O)c1noc2ncn(Cc3ccc([N+](=O)[O-])cc3)c(=O)c12
→ -3%[46 µM]	-3%	-1%
#14 Cc1ccc2nc(N3CCC(C(=O)NCc4ccc(F)cc4)CC3)[nH]c2c1
→ ?	-2%	-2%
#15 CN(C)c1ccc(CNC(=O)CCC(=O)N2Cc3ccccc3Oc3ncccc32)cc1
→ ?	-22%	2%
#16 Cc1nc(-n2nc(C)c(CCC(C)C)c2C)sc1C(=O)Nc1cccc(Cl)c1
→ 14%[46 µM]	8%	-4%
#17 COc1ccc(CCNC(=O)Cn2c(=O)c3cccn3c3ccccc32)cc1OC
→ ?	0%	5%
#18 Cc1ccc(CNC(=O)CN2C(=O)C3(SCC(=O)N3c3ccc(F)c(F)c3)c3ccccc32)cc1 (stereo unspecified)
→ 0%[46 µM]	-6%	4%
#19 CCOC(=O)c1noc2ncn(CC(=O)Nc3cccc(C(F)(F)F)c3)c(=O)c12
→ ?	-4%	1%
#20 CCOC(=O)N1CCN(Cc2nc3cc(NC(=O)c4ccccc4Cl)ccc3n2C(C)C)CC1
→ ?	0%	1%
#21 CCC(Sc1nc2c(sc3ccccc32)c(=O)n1CCc1ccc(OC)c(OC)c1)C(=O)N(CC)CC (stereo unspecified)
→ ?	0%	-5%
#22 CCOc1ccc(C(=O)NCc2ccc3c(c2)CCN3C(=O)c2ccc(C)cc2)cc1OCC
→ ?	-12%	4%
#23 Cc1ccc(/C=C/c2onc(C)c2S(=O)(=O)N2CCC(C(=O)Nc3cc(C)ccc3C)CC2)cc1
→ -3%[46 µM]	-4%	-2%
#24 Cc1ccsc1CN(Cc1ccco1)c1cnc(S(C)(=O)=O)nc1C(=O)Nc1ccc(Cl)cc1
→ 11%[46 µM]	6%	-4%
#25 Cc1ccccc1OCC(=O)Nc1cc(-c2cccc(Br)c2)nn1-c1ccccc1
→ ?	-1%	-2%
#26 O=C(NCc1ccccc1Cl)c1cnc(N2CCCCC2)c2ccccc12
→ ?	1585µM*[quencher]	-15%
#27 Cc1cccc(N2CCN(C(=O)CSCc3ccc(F)cc3)CC2)c1C
→ ?	-2%	-8%
#28 Cn1c(SCC(=O)N2CCCc3ccccc32)ncc(C(=O)Nc2ccc(F)cc2)c1=O
→ 1%[46 µM]	1%	14%
#29 Cc1ccccc1NC(=O)C1CCN(S(=O)(=O)c2ccccc2)CC1
→ 17%[46 µM]	-1%	7%
#30 COc1ccc(Cl)cc1NC(=O)Cn1ccn(Cc2ccc(C)cc2)c(=O)c1=O
→ 9%[46 µM]	?	-3%
#31 CCOc1ccc(NC(=O)N2CCN(C(=O)c3nsc4ccccc34)CC2)cc1
→ 6%[46 µM]	0%	-5%
#32 Cc1ccccc1CN1C(=O)c2ccccc2S(=O)c2ccc(C(=O)NCc3ccc(Cl)cc3)cc21 (stereo unspecified)
→ 5%[46 µM]	-1%	8%
#33 Cc1ccc(CCNC(=O)c2cc(Nc3ccc(C)c(C)c3)nc3ccccc23)cc1
→ 5%[46 µM]	2%	-1%
#34 COc1cccc(NC(=O)C2CCCN(c3ncnc4onc(C)c34)C2)c1 (stereo unspecified)
→ 4%[46 µM]	0%	9%
#35 CC(Oc1ccccc1F)C(=O)N1CCC(c2nc3ccccc3o2)CC1 (stereo unspecified)
→ -5%[46 µM]	?	-1%
#36 Cc1ccc(F)cc1NC(=O)CCc1c(C)nn(-c2ccc(N3CCCC3)nn2)c1C
→ -5%[46 µM]	4%	3%
#37 COc1ccc(NC(=O)Cn2ncc3c([nH]c4ccccc43)c2=O)cc1Cl
→ -15%[46 µM]	7%	6%
#38 COc1ccc(-c2nc(SCC(=O)N3CCC(C)CC3)n[nH]2)cc1
→ 1%[46 µM]	2%	5%
#39 CCc1ccc(NC(=O)CSc2c(C)cnc3c2c(=O)n(C)c(=O)n3C)cc1
→ -2%[46 µM]	1%	-7%
#40 Cc1ccccc1OCC(=O)Nc1ccc2nc(SCC(=O)N(C)c3ccccc3)sc2c1
→ 4%[46 µM]	-22%	1%
#41 COc1ccc2c(c1)CC(C(=O)Nc1cccc(C)c1C)CO2 (stereo unspecified)
→ ?	-22%	11%
#42 CCOc1ccc(CCNC(=O)c2cnc3sc(N4CCCCCC4)nn3c2=O)cc1
→ -5%[46 µM]	-7%	4%
#43 CCOC(=O)N1CCC2(CC1)OC(=O)C(C)=C2C(=O)NCc1cccc(OC)c1
→ 29%[46 µM]	8%	-2%
#44 O=c1c(N2CCc3ccccc3C2)csc2ccc(F)cc12
→ -8%[46 µM]	5%	9%
#45 COc1ccccc1Cc1nc2ccccc2nc1SCC(=O)NCCc1ccccc1
→ ?	3%	2%

Arranged by length of the SMILES (low to high): part of the list above
Values run as follows: LMNA splice mod	TR SRC2 fluor cs	TRb-SRC2 inh
#44 O=c1c(N2CCc3ccccc3C2)csc2ccc(F)cc12
→ -8%[46 µM]	5%	9%
#41 COc1ccc2c(c1)CC(C(=O)Nc1cccc(C)c1C)CO2 (stereo unspecified)
→ ?	-22%	11%
#35 CC(Oc1ccccc1F)C(=O)N1CCC(c2nc3ccccc3o2)CC1 (stereo unspecified)
→ -5%[46 µM]	?	-1%
#45 COc1ccccc1Cc1nc2ccccc2nc1SCC(=O)NCCc1ccccc1
→ ?	3%	2%
#34 COc1cccc(NC(=O)C2CCCN(c3ncnc4onc(C)c34)C2)c1 (stereo unspecified)
→ 4%[46 µM]	0%	9%
#31 CCOc1ccc(NC(=O)N2CCN(C(=O)c3nsc4ccccc34)CC2)cc1
→ 6%[46 µM]	0%	-5%
#30 COc1ccc(Cl)cc1NC(=O)Cn1ccn(Cc2ccc(C)cc2)c(=O)c1=O
→ 9%[46 µM]	?	-3%
#33 Cc1ccc(CCNC(=O)c2cc(Nc3ccc(C)c(C)c3)nc3ccccc23)cc1
→ 5%[46 µM]	2%	-1%
#40 Cc1ccccc1OCC(=O)Nc1ccc2nc(SCC(=O)N(C)c3ccccc3)sc2c1
→ 4%[46 µM]	-22%	1%
#32 Cc1ccccc1CN1C(=O)c2ccccc2S(=O)c2ccc(C(=O)NCc3ccc(Cl)cc3)cc21 (stereo unspecified)
→ 5%[46 µM]	-1%	8%

(further entries)
Values run as follows: LMNA splice mod	TR SRC2 fluor cs	TRb-SRC2 inh
#46 CCN(CC)CCCNC(=O)c1c(C)oc2ncn(CC(C)C)c(=O)c12
→ -4%[46 µM]	-21%	4%
#47 CC(=O)C1=C(c2ccc(Cl)c(Cl)c2)N(C(C)=O)n2c(nnc2C2CCCCC2)S1
→ ?	1%	-6%
#48 CC1CCN(c2oc(-c3ccc(COc4ccc(Cl)cc4)o3)nc2C#N)CC1
→ 21%[46 µM]	7%	-6%
#49 O=C(NCCc1ccc(Cl)cc1)c1ccc2nc(CCc3ccccc3)oc2c1
→ -12%[46 µM]	-1%	5%
#50 O=C(CSc1nc2ccccc2nc1Cc1ccccc1)N1CCCc2ccccc21
→ 5%[46 µM]	-2%	1%
#51 CCOC(=O)c1c(C)[nH]c(CCC(=O)Nc2ccccc2C(=O)OC)c1C
→ -25%[46 µM]	0%	5%
#52 O=C(CSc1nc2ccccc2nc1Cc1ccccc1)Nc1ccc2c(c1)OCO2
→ 6%[46 µM]	-2%	-2%
#53 COc1ccc2nc(N(Cc3cccnc3)C(=O)C3COc4ccccc4O3)sc2c1 (stereo unspecified)
→ ?	-1%	3%
#54 Cc1ccc(C)c(S(=O)(=O)NCC(c2ccc(N(C)C)cc2)N2CCOCC2)c1 (stereo unspecified)
→ ?	1%	-2%
#55 COc1ccc(-c2c(C)c3ccc(O)c(CN4CCN(CCO)CC4)c3oc2=O)cc1OC
→ ?	1%	-2%
#56 COc1ccccc1C(=O)Nc1ccc(C(=O)OCc2cc(=O)n3c4c(sc3n2)CCCC4)cc1
→ 13%[46 µM]	-1%	1%
#57 COc1cccc(CNc2ncnc3onc(-c4ccc(F)cc4)c23)c1
→ -5%[46 µM]	-21%	0%
#58 Cc1nc2nc(SCC(=O)NCCc3ccc(Cl)cc3)nn2c(C)c1Cc1c(F)cccc1Cl
→ 1%[46 µM]	-4%	-5%
#59 CC(=O)c1ccc(NC(=O)CSc2nc(-c3cccc(F)c3)nc3c2c(=O)n(C)c(=O)n3C)cc1
→ ?	-4%	-5%
#60 O=C(NCc1ccccc1)C1CCN(S(=O)(=O)c2ccc3c(c2)CCCN3C(=O)C2CCC2)CC1
→ ?	-10%	0%
#61 O=C(Nc1ccc(Cl)c(Cl)c1)N1CCC(c2ccccc2)C1 (stereo unspecified)
→ ?	-1%	4%
#62 CCc1cccc(C)c1NC(=O)c1nc2ccccc2nc1N1CCCCC1
→ -8%[46 µM]	-1%	1%
#63 CCCn1c2ccccc2c2cnn(CC(=O)NCC3CCN(Cc4ccc(C)cc4)CC3)c(=O)c21
→ -24%[46 µM]	?	0%
#64 COc1cccc(-c2[nH]c3c(c2-c2c(-n4cccc4)n(C)c(=O)[nH]c2=O)c(=O)[nH]c(=O)n3C)c1
→ ?	2%	2%
#65 CCCNC(=O)C1CCC(Cn2c(=O)c3sccc3n(CC(=O)N3CCCC(C)C3)c2=O)CC1 (stereo unspecified)
→ 8%[46 µM]	-1%	8%
#66 COc1cccc(CNC(=O)C(=O)NCC(c2ccco2)S(=O)(=O)c2cccs2)c1 (stereo unspecified)
→ -8%[46 µM]	0%	-6%
#67 COc1ccc(CCNC(=O)C(C)n2c(=O)cc(C(F)(F)F)c3c(C)nn(C)c32)cc1OC (stereo unspecified)
→ ?	-6%	-4%
#68 COc1ccc(C(=O)NCc2ccc3c(c2)CCN3C(=O)c2ccc(F)cc2)cc1
→ -10%[46 µM]	0%	-2%
#69 Cc1oc(-c2ccc(C(=O)NCCC(C)C)cc2)nc1CN1CCc2ccccc21
→ 8%[46 µM]	-7%	3%
#70 Cc1ccc(NC(=O)CN2C(=O)CCSc3ccc(S(=O)(=O)N4CCCC4)cc32)cc1
→ -2%[46 µM]	0%	2%
#71 CCCCC(=O)Nc1ccc2nc(SCC(=O)N3CCOCC3)sc2c1
→ -3%[46 µM]	4%	1%
#72 COc1ccc(Br)c(C(=O)Nc2cc3c(cc2N2CCCC2)n(C)c(=O)c(=O)n3C)c1
→ 2%[46 µM]	-1%	3%
#73 O=C(Cn1c(=O)c2cccn2c2ccc(F)cc21)N1CCN(c2ccc(F)cc2)CC1
→ -11%[46 µM]	?	2%
#74 Cc1ccc(-n2cnc3cc(C(=O)NCCC4=CCCCC4)ccc32)c(C)c1
→ ?	-2%	9%
#75 CC(C)c1ccc(NC(=O)CSc2nc(=O)n(Cc3cccnc3)c3c2CCC3)cc1
→ ?	-3%	-5%

Some of the compounds tested (hit frequency here may not be typical).
